Rev-erbA mod = Rev-erb alpha (human) modulation; 370,000 tested, 0.79% active; Rev-erbα–FITC-DNA binding, fluorescence polarization, 90 min; activity, % at 10 µM; AID 1259318; P20393;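 active = activity above about 14%, limit read from the data; passing the limit was not always enough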;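 note: 0% = DMSO wells with 35 nM protein and 100% = DMSO wells with 750 nM protein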
Target sequence (P20393 whole entry, looked up): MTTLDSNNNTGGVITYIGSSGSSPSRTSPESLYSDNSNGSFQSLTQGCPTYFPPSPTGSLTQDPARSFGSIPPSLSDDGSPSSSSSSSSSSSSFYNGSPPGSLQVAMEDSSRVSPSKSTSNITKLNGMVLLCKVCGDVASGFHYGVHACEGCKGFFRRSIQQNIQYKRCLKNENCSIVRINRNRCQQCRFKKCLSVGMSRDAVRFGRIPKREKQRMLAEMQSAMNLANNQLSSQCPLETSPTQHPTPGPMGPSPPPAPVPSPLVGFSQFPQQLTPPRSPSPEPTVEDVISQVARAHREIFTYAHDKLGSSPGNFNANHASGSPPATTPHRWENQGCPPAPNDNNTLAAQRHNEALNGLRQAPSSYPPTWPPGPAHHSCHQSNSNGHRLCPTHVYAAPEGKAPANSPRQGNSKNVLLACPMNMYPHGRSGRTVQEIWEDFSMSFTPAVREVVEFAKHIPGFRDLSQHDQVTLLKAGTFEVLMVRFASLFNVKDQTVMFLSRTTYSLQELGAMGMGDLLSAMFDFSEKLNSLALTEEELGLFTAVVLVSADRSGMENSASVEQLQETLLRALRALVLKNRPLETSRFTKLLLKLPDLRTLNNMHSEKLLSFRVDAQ
DAX1 inh-1 = DAX1 (NR0B1) inhibition, primary screen; inhibition, % at 6.8 µM; 370,000 tested, 1.1% active; HEK293T StAR-luciferase reporter, SF-1/DAX-1 repression relief; AID 652010;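 active = inhibition above the mean over all tested compounds plus 3 SD, cut at about 3.6% in these data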;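 note: 0% = DAX-1 cells with DMSO and 100% = cells lacking DAX-1 with DMSO; higher inhibition means more luminescence from relief of DAX-1 repression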
HGIII-sPLA2 inh = Inhibits HGIII-sPLA2 liposome hydrolysis, primary screen; Q9NZ20; QFRET BODIPY PC-A2 liposome hydrolysis, fluorescence; inhibition, % at 12.2 µM; 370,000 tested, 0.56% active;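 active = inhibition above mean plus 3 SD of compounds lying within the high and low control bounds, cut at about 19% in these data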;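 note: 0% = median of test compound wells and 100% = no enzyme DMSO wells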
FXN GAA850 act = frataxin GAA850 promoter activation | 360,000 tested, 0.56% active | HEK293 lucGAA850 FXN promoter luciferase reporter, 24 h; percent of 10 µM SAHA response | activation, % at 6 µM;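 active = activation above the average of all compounds screened plus 3 SD, cutoff fixed separately per campaign, cut at about 7.5% in these data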;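 note: 0% = DMSO wells and 100% = 10 µM SAHA wells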
DAX1 inh-2 = NR0B1 (DAX1) inhibition | P51843 | inhibition, % at 6.75 µM | AID 504766 | 340,000 tested, 0.99% active | HEK293 Gal4-DAX1 luciferase reporter, luminescence;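 active = inhibition above the mean over all tested compounds plus 3 SD, cut at about 4.2% in these data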;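 note: 0% = DAX1-transfected cells with DMSO and 100% = empty-vector control cells with DMSO; inhibition shows as a rise in luminescence from relieved DAX1 repression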
Target sequence (P51843 207-470 limits assumed): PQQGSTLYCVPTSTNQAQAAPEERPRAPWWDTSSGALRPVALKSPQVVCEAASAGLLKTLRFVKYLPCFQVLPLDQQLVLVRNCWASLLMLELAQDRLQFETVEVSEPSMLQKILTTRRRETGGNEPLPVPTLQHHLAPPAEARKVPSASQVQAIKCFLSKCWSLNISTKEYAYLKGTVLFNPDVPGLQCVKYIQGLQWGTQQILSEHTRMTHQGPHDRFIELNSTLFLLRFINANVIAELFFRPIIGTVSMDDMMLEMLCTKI
hcDAF-12 act = H. contortus DAF-12 activation, primary screen; AID 652067; HEK293 hcDAF-12 lit1-tk-luc reporter, luminescence; 0% DMSO, 100% Δ7-dafachronic acid; activation, % at 6.8 µM; 370,000 tested, 1.4% active;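 active = activation above the mean of all tested compounds plus 3 SD, cut at about 5.5% in these data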;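 note: 100% = response to 3 µM Δ7-dafachronic acid high control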
PG9 binder = small molecules binding HIV-1 gp120 antibody PG9; TR-FRET gp120-PG9 antibody binding; inhibition, % at 6.7 µM; 360,000 tested, 0.43% active; AID 624416; in the data active = inhibition above about 8.5%
PLCb3 inh = inhibitors of human phospholipase C beta3 | 370,000 tested, 0.18% active | Purified PLC-beta3, fluorogenic substrate, fluorescence | inhibition, % at 12.2 µM; in the data active = inhibition above about 11%;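 note: 0% = median of compound wells on plate and 100% = full blocker control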
ssDAF-12 act = activators of S. stercoralis DAF-12 nuclear receptor; 370,000 tested, 1% active; AID 652126; HEK293 ssDAF-12/GRIP1 lit1-tk-luc reporter, luminescence; % of 3 µM dafachronic acid response; activation, % at 6.8 µM;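 active = activation above the mean over all tested compounds plus 3 SD, cut at about 0.9% in these data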;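 note: 0% = DMSO-only wells and 100% = 3 µM delta7-dafachronic acid wells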
SMARCA2 activ = increases SMARCA2 function in MMTV reporter cells; MG213 cells, MMTV-luciferase reporter, dexamethasone, overnight; activation, % at 9.1 µM; 370,000 tested, 1% active; AID 652017; in the data active = activation above about 7.8%;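 note: 0% = vehicle wells and 100% = reference activator wells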
hgDAF12 agonist = agonists of H. glycines DAF-12 nuclear receptor; HEK293 GAL4-hgDAF12 UAS-luciferase reporter, agonist luminescence; normalized to butyrate control; activation, % at 6.8 µM; 370,000 tested, 1.8% active; AID 687014;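 active = activation above a cutoff set at the mean of all screened compounds plus 3 SD, cut at about 10% in these data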;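 note: 0% = DMSO wells and 100% = sodium butyrate wells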
* marks the source's active call; other numbers are inactive results; i = inactive; nt = no result given.

Results follow in this order: Rev-erbA mod	DAX1 inh-1	HGIII-sPLA2 inh	FXN GAA850 act	DAX1 inh-2	hcDAF-12 act	PG9 binder	PLCb3 inh	ssDAF-12 act	SMARCA2 activ	hgDAF12 agonist
CC(=O)NN1C(=O)c2ccccc2NC1c1ccc(N(C)C)cc1 (centres undefined)
→ 3	1.2	12	2.9	-0.4	0.5	-3.2	i	-0.1	0	3.4
C=CCn1c(O)c(N=NC(=O)CNC(=O)Cc2ccccc2)c2ccccc21
→ 0	-1.3	-3	1.1	0.1	-2.5	-4.5	-1	-1.9	-3	-0.9
COc1ccc(Oc2coc3cc(OC(=O)c4cccs4)ccc3c2=O)cc1
→ 5	-0.9	2	1.4	0.5	1.1	-3.1	-109	-1.3	1	-0.4
O=C(COC(=O)Cn1nnc(-c2ccccc2)n1)Nc1ccccc1Br
→ 1	-0.2	4	0.1	-0.1	-0.6	-1.4	4	-0.7	1	-0.3
c1ccc(-c2ccccc2OCCCCn2ccnc2)cc1
→ 0	0.0	-25	0.4	0.5	0.6	-1.1	-5	-1.5	-1	-2.0
CCOC(=O)c1c(NC(=O)COC(=O)c2ccc([N+](=O)[O-])cc2)sc(C(=O)N(C)C)c1C
→ 2	0.5	4	2.6	-0.4	-0.4	-0.2	-6	-1.0	-2	0.3
COc1cc(-c2nc(-c3cccnc3)no2)cc(OC)c1OC
→ 2	-0.6	2	4.0	0.0	-1.8	-2.3	1	-0.8	5	1.1
O=C(CCc1ccccc1)Nc1ccc(F)c([N+](=O)[O-])c1
→ 0	-1.2	-3	-1.1	-0.1	-2.4	1.5	-5	-1.9	0	-1.6
Cc1onc(-c2ccccc2Cl)c1C(=O)N1CCC(C)CC1
→ 4	-0.1	4	0.1	1.2	-1.7	-0.1	2	-1.0	-3	0.0
Cc1ccc(NC(=O)CSC2=NCCN2)cc1
→ 1	-0.1	4	0.4	1.4	4.2	-1.6	2	-0.7	-2	1.9
COC(=O)C1CCN(c2ccc([N+](=O)[O-])cc2[N+](=O)[O-])CC1
→ 3	0.2	-1	0.7	-0.7	0.9	0.8	3	-1.6	1	-1.9
COc1ccc(OC)c(/C=C/C(=O)N2CCN(S(=O)(=O)c3ccc(C)cc3C)CC2)c1
→ 2	-2.6	-9	2.0	-0.8	-2.2	1.6	i	-2.1	-4	2.1
NC(=O)c1cc2cc([N+](=O)[O-])ccc2oc1=O
→ -1	0.6	13	1.5	1.2	-1.7	0.3	-8	-1.5	-2	0.5
O=C(NCCO)C(=O)NCC1OCCCN1S(=O)(=O)c1cccs1 (centres undefined)
→ 2	0.1	8	2.3	0.5	-0.8	0.4	-5	-1.4	0	-2.5
COc1ccc(CCNC(=O)CCC(=O)N2CCOc3ccc(C)cc32)cc1OC
→ -1	0.7	-1	2.4	-0.4	-0.3	-2.6	0	-1.1	-1	-1.5
CCOC(=O)Cc1csc(NS(C)(=O)=O)n1
→ -9	0.3	-1	2.9	1.0	1.3	-2.0	7	-0.9	-3	0.6
Cc1ccc(S(=O)(=O)N(CCO)Cc2cc3ccc(C)c(C)c3[nH]c2=O)cc1
→ 0	0.1	-8	2.0	0.3	-2.5	-1.4	-6	-0.7	-4	1.1
COc1ccc(S(=O)(=O)N2CCC(C(=O)N3CCN(C)CC3)CC2)cc1OC
→ 1	-0.3	3	-0.5	1.5	-1.9	-1.2	-1	-1.1	6	-1.4
COc1ccc2nc3oc(C(=O)N4CCN(c5cccc(Cl)c5)CC4)cc3cc2c1
→ -10	-0.3	1	1.1	0.6	1.7	-2.3	-1	-1.2	0	-1.6
CN(C)c1cccc(C(=O)N/N=C/c2ccoc2)c1
→ 7	0.7	14	5.4	3.8	2.9	-5.3	-12	-0.9	1	3.8
CC(C)c1ccc(NC(=O)NC2CCN(CC(=O)Nc3cccc4ccccc34)CC2)cc1
→ 0	-0.1	-24	1.2	-0.8	0.3	0.2	-1	-1.4	-1	-0.4
O=C(O)C(O)C(O)c1nc2ccccc2[nH]1 (centres undefined)
→ 4	-0.3	9	-0.3	0.5	-1.8	-0.9	-4	-1.1	-4	-1.8
COc1ccc(C2OCC(C)([N+](=O)[O-])CO2)cc1 (centres undefined)
→ -2	-1.0	-4	-0.9	0.4	-1.0	-1.2	1	-1.1	-2	2.8
CCS(=O)(=O)c1nc(S(=O)(=O)c2ccc(Cl)cc2)c(N2CCC(O)CC2)s1
→ -4	-0.3	7	1.4	0.8	-0.9	2.6	-9	-0.7	0	-2.4
CCC(C)C(NC(=O)OCc1ccccc1)C(=O)NC(Cc1ccc(O)cc1)C(=O)OC (centres undefined)
→ 2	-0.5	-3	-0.2	0.2	-1.2	-0.1	-1	-0.8	-2	-1.9
Nc1nonc1-c1noc(CCCN2C(=O)c3ccccc3C2=O)n1
→ 2	0.4	-1	3.6	0.2	0.9	0.1	1	-0.6	5	7.6
CC(C)(C)NC(=O)C[C@H]1C[C@H](C(=O)N2CCCCC2)[C@@]2(CCc3ccccc3)c3[nH]c4cc(-c5ccco5)ccc4c3CCN2C1=O
→ -4	6.1*	-5	-3.1	-0.4	-1.8	2.7	i	-1.0	-5	-2.6
CCN(Cc1cc2cc(C)ccc2[nH]c1=O)C(=O)c1cccc([N+](=O)[O-])c1
→ 1	-0.5	-2	1.8	-0.3	-0.6	-2.4	-4	-1.3	2	1.9
CCCCn1c(N)c(N(CCOC)C(=O)COC(=O)COc2ccccc2C#N)c(=O)[nH]c1=O
→ 4	1.6	15	0.3	3.2	3.4	1.3	-11	-0.1	-3	0.8
COc1ccc(-c2nc(CSCC(=O)N3CCN(c4cccc(C)c4)C(C)C3)c(C)o2)cc1OC (centres undefined)
→ 2	-3.0	-13	-2.1	-2.2	-4.5	-2.4	2	-1.5	-3	-5.5
COc1cc2c(cc1OC)C(C(=O)O)C(c1cc(Br)c(O)c(OC)c1)N(C)C2=O (centres undefined)
→ -8	0.4	4	-0.4	-0.1	-1.8	0.8	0	-0.6	-3	-0.4
CSc1ccc(C2=CC(=O)C[C@H](c3ccc(F)cc3)C2)cc1
→ -1	1.4	-5	-0.4	1.1	-2.9	0.6	i	-1.5	0	2.5
NS(=O)(=O)c1ccc(CCNc2ccn3nc(-c4ccc(OCCN5CCOCC5)cc4)cc3n2)cc1
→ 0	-2.1	-33	1.9	nt	-0.1	1.2	-118	-1.0	-4	-2.8
CCCCCCCCCCCC(=O)N/N=C/c1ccco1
→ 0	0.2	0	-0.7	0.0	-0.5	-0.3	2	-1.7	0	0.7
COCCNCC1C(Oc2ccc(Cl)cc2)C(=O)N1c1ccccc1C (centres undefined)
→ -1	0.4	4	1.0	-0.9	-1.4	0.3	1	-1.5	1	-2.6
Cc1[nH]nc2c1C(c1c[nH]c3ccccc13)C(C#N)=C(N)O2 (centres undefined)
→ -2	0.1	11	0.0	nt	1.2	-0.9	-14	-0.6	-6	-3.0
Cc1ccc2oc(C(=O)Nc3nonc3C)c(C)c2c1
→ -2	2.7	1	0.6	2.4	2.0	0.2	-6	-1.1	4	4.6
CCc1c(C)c2ccc(OCC(N)=O)cc2oc1=O
→ -3	-1.1	3	3.0	1.3	0.7	2.0	-155	-1.5	3	0.5
CCc1ccc(C2C3=C(CC(C)(C)CC3=O)Nc3c2c(=O)[nH]c2nc(C)nn32)cc1 (centres undefined)
→ 2	-0.2	-4	-1.5	1.6	-0.1	2.2	-146	-0.9	-3	-1.9
COc1ccc(-c2cc(C(F)(F)F)nc(NCc3cccs3)n2)cc1
→ 7	-1.2	-24	1.4	-0.8	-0.9	-0.5	-27	-1.6	-2	-0.6
Cc1nc2c(cnn2-c2ccccc2)c(=O)[nH]1
→ -1	1.2	3	0.7	-0.6	-1.3	-0.4	0	0.4	-5	-2.0
Cc1cc(C)n2nc(SCC(=O)Nc3ccccc3C)nc2n1
→ 3	0.1	14	0.7	1.6	-1.0	0.3	-9	-1.1	-4	1.8
CCOc1ccc(N(C(C)C(=O)Nc2ccc(OC)cc2)S(C)(=O)=O)cc1 (centres undefined)
→ 2	1.2	-6	6.4	0.2	-1.0	-1.0	4	-0.2	-2	-0.8
Nc1nc(-c2cc3c(cc2Cl)OCCO3)cs1
→ -5	0.4	15	1.6	1.1	-1.2	0.2	-5	-1.7	-2	0.1
COc1ccc(N2C(=O)CN(Cc3ccc(OC)c(OC)c3)C2=S)cc1
→ 3	0.2	-45	4.4	-0.6	-0.9	-0.2	-6	-1.3	-3	-1.8
Cc1cccc(Nc2nnc(SCC3CCCCO3)s2)c1C (centres undefined)
→ -2	0.8	16	5.6	-1.2	0.7	-0.6	-4	-1.3	0	1.3
Cc1cc(Nc2cccc(C(=O)O)c2)n2ncnc2n1
→ -3	-0.2	8	0.5	1.1	-1.1	-1.6	-3	-0.7	-1	-2.6
COC(=O)c1c(C)[nH]c(C)c1-c1ccccc1Cl
→ -1	-0.6	12	1.0	-0.3	-0.3	-2.6	1	-1.4	1	-1.7
COc1cc(C2=CCN(C(C)=O)CC2)ccc1OC(C)=O
→ -2	-0.3	7	-0.1	0.8	-0.7	1.4	1	-1.6	0	2.1
CC1OC2CC(=O)OC2C2=C1C(=O)c1c(O)cccc1C2=O (centres undefined)
→ -14	-7.7	7	-17	nt	-10	15*	-5	-4.1	-8	-23
Cc1ccccc1NC(=O)CSc1nc2[nH]c(=O)cc(O)c2s1
→ -1	-0.7	-4	-0.5	0.1	1.9	-1.7	-3	-1.1	-1	-0.7
O=C(O)C1=C[C@H](c2ccccc2)C[C@H](OCCCCO)O1
→ 0	0.1	8	0.3	1.8	-0.2	-0.4	-2	-1.5	1	1.1
Cc1ccccc1CC(=O)N1CCN(C(=O)c2ccco2)CC1
→ -2	-0.9	7	1.2	0.3	0.9	-2.3	0	-0.6	3	-0.6
O=C(COC(=O)c1ccccc1Cl)NC1CCCCCCC1
→ 6	0.2	5	0.9	0.1	-1.2	-1.4	3	-0.2	1	1.8
CCCn1c(SCC(=O)Nc2c(CC)cccc2CC)nnc1C(C)C
→ -3	-0.3	-4	-1.9	-0.8	-0.1	0.0	0	-1.2	-1	3.7
CCCCc1ccc(Nc2nc(CCC)cc(=O)[nH]2)cc1
→ -3	-0.6	-13	0.9	0.1	0.4	-0.2	-1	-1.2	0	1.7
C=CCn1c(C)csc1=Nc1ccc(C(=O)O)cc1
→ -2	0.8	2	0.1	0.5	0.5	-0.2	-8	-1.4	4	5.5
CCN(CC)CCN1C(=O)C(=O)/C(=C(/O)c2c(C)[nH]c(C(=O)OC)c2C)C1c1cccc(OC)c1 (centres undefined)
→ 5	0.5	1	3.8	0.8	-0.2	0.3	3	-0.9	-1	1.4

Screening data from PubChem BioAssay.

The order is random. About 7% of those tested had a hit in this group.
